HRas wt GTP bind = human HRas wildtype GTP binding, change in either direction | P01112 | GST-Ras wt beads, Bodipy-FL-GTP binding, flow cytometry; actives lie on both sides | GTP binding activity, % at 10 µM | 190,000 tested, 0.14% active;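 active = GTP binding activity at least 20% away from the 100% baseline, either lowered as inhibitor or raised as activator; inconclusive = flagged as likely green fluorescent, judged across all proteins in the well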;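 also: 0% = unlabeled GTP competition control and 100% = no-compound control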
Rac1 wt modul = modulators of human Rac1 wildtype GTP binding; P63000; GST-Rac1 beads, fluorescent GTP binding, flow cytometry; actives lie on both sides; 0 = cold GTP competed, 100 = untreated; GTP binding activity (% of control), % at 10 µM; 190,000 tested, 0.27% active;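 active = GTP binding activity at least 20 points away from the 100% control level, either lower or higher; inconclusive = compound flagged as likely green fluorescent, judged across all proteins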
ABCB1 block = inhibitors of human ABCB1 transporter, ABCG2 counter-screen. P08183. CCRF-Adr cells, JC-1 efflux, flow cytometry. inhibition, % at 6.6 µM. 190,000 tested, 0.067% active. AID 1326; in the data active = inhibition above about 40%;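 also: 0% = vehicle and 100% = reference inhibitor; higher value means more JC-1 retained so stronger ABCB1 efflux block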
Target sequence (P08183 whole entry, looked up): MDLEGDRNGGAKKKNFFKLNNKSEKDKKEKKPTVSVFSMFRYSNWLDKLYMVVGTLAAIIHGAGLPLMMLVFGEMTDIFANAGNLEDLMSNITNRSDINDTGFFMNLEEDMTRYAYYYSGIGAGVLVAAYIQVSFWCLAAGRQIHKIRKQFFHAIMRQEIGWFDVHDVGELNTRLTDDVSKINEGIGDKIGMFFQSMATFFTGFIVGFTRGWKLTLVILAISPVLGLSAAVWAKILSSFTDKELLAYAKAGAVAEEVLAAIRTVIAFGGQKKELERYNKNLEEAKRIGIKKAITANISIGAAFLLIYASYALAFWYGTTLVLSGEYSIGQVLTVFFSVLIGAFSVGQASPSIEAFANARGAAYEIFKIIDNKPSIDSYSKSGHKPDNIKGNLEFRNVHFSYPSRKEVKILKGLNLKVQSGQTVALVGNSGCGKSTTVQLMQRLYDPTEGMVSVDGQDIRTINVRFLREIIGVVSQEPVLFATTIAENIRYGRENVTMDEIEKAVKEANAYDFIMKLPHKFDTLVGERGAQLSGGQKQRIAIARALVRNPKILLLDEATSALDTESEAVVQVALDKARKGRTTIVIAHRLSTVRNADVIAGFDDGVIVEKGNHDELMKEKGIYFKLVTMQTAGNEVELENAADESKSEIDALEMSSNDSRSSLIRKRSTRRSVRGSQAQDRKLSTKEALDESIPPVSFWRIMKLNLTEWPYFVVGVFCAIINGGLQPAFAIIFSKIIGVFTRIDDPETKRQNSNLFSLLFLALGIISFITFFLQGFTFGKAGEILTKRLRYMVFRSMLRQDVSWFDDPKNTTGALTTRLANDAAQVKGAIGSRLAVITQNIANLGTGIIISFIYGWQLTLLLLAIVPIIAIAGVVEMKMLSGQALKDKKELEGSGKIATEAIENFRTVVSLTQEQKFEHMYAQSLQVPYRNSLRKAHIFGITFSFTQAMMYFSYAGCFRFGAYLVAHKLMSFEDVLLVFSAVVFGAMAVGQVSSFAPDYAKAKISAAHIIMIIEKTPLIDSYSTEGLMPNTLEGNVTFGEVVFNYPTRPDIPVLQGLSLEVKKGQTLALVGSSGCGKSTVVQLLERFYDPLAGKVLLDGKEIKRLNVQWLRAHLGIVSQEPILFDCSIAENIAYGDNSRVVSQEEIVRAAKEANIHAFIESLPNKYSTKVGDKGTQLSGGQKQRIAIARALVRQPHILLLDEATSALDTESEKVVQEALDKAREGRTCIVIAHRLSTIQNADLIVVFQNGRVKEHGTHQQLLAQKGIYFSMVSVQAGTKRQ
Pf gamet viab = P. falciparum stage V gametocyte viability inhibition | P. falciparum stage V gametocytes, ATP luminescence, 24 h | inhibition, % at 10.9 µM | 150,000 tested, 0.065% active | AID 743093;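 active = inhibition above the mean plus 3 SD of compounds within the control limits, set per campaign, cut at about 38% in these data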;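 also: 0% = DMSO wells and 100% = medium only without gametocytes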
Rab7 wt GTP bind = dog Rab7 wildtype GTP binding, inhibitors and activators. GST-Rab7 beads, fluorescent GTP binding, flow cytometry; actives lie on both sides; untreated = 100%, excess cold GTP = 0%. GTP binding activity (percent of control), % at 10 µM. 190,000 tested, 0.055% active;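 active = fluorescent GTP binding to Rab7 beads changed by at least 20 points from the 100% baseline, either direction, mostly lower; inconclusive = compound itself probably fluorescent, or too few beads counted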;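 also: median green fluorescence of bound Bodipy-FL-GTP per Rab7 bead population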
ABCG2 inh = human ABCG2 inhibition, ABCB1 as counter-screen | 190,000 tested, 0.1% active | AID 1325 | inhibition, % at 6.6 µM | Q9UNQ0 | IgMXP3 cells, JC-1 efflux, flow cytometry;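 active = inhibition above 80%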;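 also: 0% = DMSO and 100% = nicardipine control wells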
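material = IgMXP3 (ABCG2) plus far-red-tagged CCRF-Adr (ABCB1) cells | amount = 3 million cells/mL, equal mix of both lines | also added = JC-1 transporter substrate | dosing = one concentration, 6.6 µM final | schedule = 10 min at 25 °C | measured by = flow cytometric JC-1 green MFI at 530 nm | read-out basis = percent efflux inhibition, scaled nicardipine 100% to DMSO 0%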
Rac1 act GTP bind = human Rac1 activated mutant GTP binding change | P63000 | GST-Rac1 activated beads, fluorescent GTP binding, flow cytometry; actives lie on both sides; 100% means binding = to untreated wells | percent activity (GTP binding), % at 10 µM | 190,000 tested, 0.11% active | AID 764;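 active = GTP binding at least 20 percentage points away from the 100% baseline, in either direction, so actives lie on both sides; inconclusive = Compound likely fluorescent itself, or too few beads counted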
Avidin bead fluor = compound fluoresces at 488/530 nm on avidin beads. compound fluorescence 488/530 nm, flow cytometry; stronger effect = higher value. fluorescence (KMESF) at 10 µM. 220,000 tested, 0.38% active. AID 1775; in the data active = fluorescence above about 47; also: inactives centre near 10
Rab2 wt GTP = changes GTP binding to wildtype dog Rab2A, up or down. GST-Rab2 wt beads, Bodipy-GTP binding, flow cytometry. GTP binding activity, % at 10 µM. 190,000 tested, 0.19% active;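 active = GTP binding activity at least 20 points away from 100%, either lowered or raised; inconclusive = signal likely due to the compound's own green fluorescence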;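 also: 0% = beads with excess unlabeled GTP and 100% = no-compound control corrected for plate trend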
Cdc42 wt GTP = changes GTP binding to wildtype human Cdc42 | percent activity (GTP binding), % at 10 µM | P60953 | 190,000 tested, 0.2% active | GST-Cdc42 beads, Bodipy-GTP binding, flow cytometry; actives lie on both sides;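 active = percent activity GTP binding at least 20 points away from the 100% baseline, either down as inhibitor or up as activator; inconclusive = compound flagged as likely green fluorescent from well-wide comparison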;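 also: median bead fluorescence of bound Bodipy-FL-GTP at 100 nM; 0% = excess unlabeled GTP control and 100% = no compound control; below 100% means less GTP binding so inhibitor and above means activator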
Mcl1-Noxa inh = disrupts binding of human Mcl-1 to Noxa peptide. TR-FRET Mcl-1/Noxa peptide binding, 2 h. inhibition, % at 21.7 µM. 220,000 tested, 1.5% active;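 active = compounds that cut the protein-peptide binding signal by more than 50% relative to plate controls in a single-dose test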;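 also: His-tagged Mcl-1 with rhodamine Noxa BH3 peptide and terbium anti-His antibody; 0% = Mcl-1 plus Noxa peptide wells and 100% = peptide-only wells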
Active calls of the source: *; ? = inconclusive; / = not tested or not shown.

canonical_smiles | HRas wt GTP bind | Rac1 wt modul | ABCB1 block | Pf gamet viab | Rab7 wt GTP bind | ABCG2 inh | Rac1 act GTP bind | Avidin bead fluor | Rab2 wt GTP | Cdc42 wt GTP | Mcl1-Noxa inh
CNc1nc(SCc2ccccc2)nc(N2CCOCC2)n1 | 101 | 110 | 0.0 | / | 99 | 1 | 97 | 11 | 101 | 101 | -1
O=P(c1cccs1)(c1cccs1)c1cccs1 | 98 | 96 | 0.5 | -5 | 96 | 1 | 96 | 17 | 97 | 99 | 16
COc1ccc(S(=O)(=O)C(C#N)c2nc3ccccc3nc2N2CCCCC2)cc1 (stereo unspecified) | 101 | 104 | -0.7 | / | 101 | -2 | 99 | 4 | 100 | 103 | 38
CC(NC(=O)c1ccnn1C)C1CCCO1 (stereo unspecified) | 97 | 94 | -0.1 | -31 | 94 | -1 | 94 | 9 | 96 | 100 | 0
COc1ccc(/C=N/NC(=O)c2cccc(NC(=O)c3ccc(Cl)cc3)c2)c(OC)c1 | 96 | 100 | -4.8 | 3 | 96 | 0 | 97 | 11 | 97 | 96 | 20
CCOc1ccc(C(=O)Nc2nnc(C)s2)cc1OCC | 104 | 105 | -2.1 | -27 | 106 | 1 | 102 | 6 | 104 | 102 | 14
COC(=O)C1=C(N)OC2=C(C(=O)CCC2)C1c1cccnc1 (stereo unspecified) | 97 | 101 | 0.2 | 6 | 98 | 2 | 98 | 10 | 97 | 98 | 12
Cc1ccc(S(=O)(=O)NCC(=O)N(CC(=O)NCC2CCCO2)C2CCCC2)cc1 (stereo unspecified) | 99 | 99 | 1.4 | 4 | 98 | 3 | 99 | 35 | 98 | 101 | -4
O=C(CN1C(=O)CCS(=O)(=O)c2ccccc21)NCc1ccccc1 | 99 | 105 | -0.8 | / | 97 | -4 | 98 | 18 | 100 | 100 | -13
O=C1NC(=Nc2ccc(F)cc2)CS1 | 93 | 90 | -0.6 | -1 | 95 | 0 | 93 | 18 | 94 | 95 | -44
COc1ccccc1N(CC(=O)Nc1c(C)n(C)n(-c2ccccc2)c1=O)S(=O)(=O)c1ccc(C)cc1 | 97 | 97 | 1.1 | -17 | 103 | 2 | 98 | 8 | 100 | 98 | 15
COC(=O)c1ccc(-c2ccco2)n1Cc1cccc(C)c1 | 101 | 101 | -0.1 | / | 99 | -1 | 99 | 9 | 101 | 102 | 21
CNC(=O)COC(=O)c1[nH]c(C)c(C(C)=O)c1C | 103 | 109 | 0.2 | -5 | 104 | 1 | 101 | 27 | 104 | 106 | 2
O=C(CC(c1ccccc1)c1ccccc1O)NCc1ccco1 (stereo unspecified) | 107 | 102 | 0.5 | / | 105 | 0 | 100 | 10 | 106 | 105 | -2
CC1=Nc2ccccc2/C1=C/c1nc(-c2ccc(C)s2)oc1O | 100 | 98 | 20 | -25 | 100 | 22 | 97 | 14 | 99 | 98 | 8
CCCCc1nc2cc(Cl)ccc2o1 | 98 | 105 | 0.7 | -4 | 101 | 2 | 97 | 9 | 95 | 99 | 8
COc1cccc2cc(C(=O)Oc3ccc(NC(C)=O)cc3)c(=O)oc12 | 95 | 94 | 1.4 | -29 | 96 | 25 | 97 | 1 | 92 | 97 | -1
O=S(=O)(CCc1nc2ccccc2s1)c1ccc2ccccc2c1 | 103 | 104 | 0.6 | / | 101 | 3 | 98 | 9 | 99 | 99 | 10
COc1ccc(C(=O)NCc2nnc(SCC(=O)Nc3nc4ccccc4s3)o2)cc1 | 99 | 103 | 0.1 | -14 | 98 | -7 | 98 | 10 | 98 | 99 | 4
Cc1cc(C)c2cc(CN(CCCN(C)C)C(=S)NCc3ccccc3)c(=O)[nH]c2c1 | 94 | 97 | 0.4 | / | 93 | 3 | 94 | 9 | 94 | 96 | 17
COc1ccc(C(=O)NC(Cc2ccc(OC(=O)c3ccc(OC)cc3)cc2)C(=O)O)cc1 (stereo unspecified) | 90 | 87 | 0.0 | -24 | 90 | 0 | 87 | 13 | 88 | 88 | -5
CCOC(=O)CN1C(=O)C(O)(CC(=O)c2ccco2)c2ccccc21 (stereo unspecified) | 103 | 105 | -0.1 | -3 | 99 | 1 | 102 | 7 | 101 | 103 | -1
Cc1cc(Cl)ccc1NC(=S)Nc1ccccn1 | ? | ? | -0.1 | 0 | ? | 1 | ? | 8 | ? | ? | -18
CC1(C)Cc2nc(N3CCOCC3)c(C#N)cc2CO1 | 103 | 99 | -0.1 | / | 102 | 0 | 98 | 9 | 101 | 102 | -1
CCOC(=O)N1CCN(c2c(NCCc3ccc(OCC)c(OCC)c3)c(=O)c2=O)CC1 | 101 | 101 | -6.4 | / | 98 | -5 | 98 | 18 | 102 | 102 | 7
O=C(NC1CC1)C1CCCN1S(=O)(=O)c1ccc2ccccc2c1 (stereo unspecified) | 93 | 88 | 1.5 | / | 92 | 7 | 91 | 13 | 92 | 95 | /
COCCn1c(SCC(=O)c2ccccc2)nc2c(c1=O)SC(C)C2 (stereo unspecified) | 100 | 101 | 0.6 | / | 100 | 5 | 97 | 21 | 100 | 101 | -3
COc1ccc2c(c1)c(=O)oc1cc(OCC(=O)N3CCC(C)CC3)ccc12 | 96 | 96 | 0.7 | / | 96 | 2 | 98 | 6 | 95 | 95 | 36
C=CCN1C(=O)NC(c2ccc(OC)cc2)(C(F)(F)F)S/C1=C(\C#N)c1nnc(N2CCOCC2)n1-c1ccccc1 (stereo unspecified) | 96 | 96 | 1.1 | -5 | 97 | 4 | 91 | 13 | 94 | 92 | 12
CCOC(=O)c1c(C)[nH]c(C(=O)COC(=O)CCS(=O)(=O)c2ccc(C)cc2)c1C | 101 | 104 | 1.0 | -29 | 95 | 14 | 102 | 13 | 99 | 102 | 13
COc1ccc(OCC(=O)Nn2c(-c3ccc(OC)cc3)nc3ccccc3c2=O)cc1 | 95 | 96 | 1.3 | -9 | 98 | 11 | 95 | 17 | 94 | 94 | 25
CCc1nnc(NC(=O)c2cc(-c3ccccn3)nc3ccccc23)s1 | 92 | 93 | 3.8 | / | 93 | 21 | 90 | 13 | 87 | 90 | 24
Cc1cccc(NC(=O)CSc2nc3ccc(NC(=O)CSc4nnnn4-c4ccccc4)cc3s2)c1C | 98 | 104 | -0.1 | / | 99 | -1 | 100 | 6 | 98 | 99 | 31
COc1ccccc1Nc1nc2ccccc2[nH]1 | 102 | 106 | 0.1 | 4 | 102 | 30 | 104 | 9 | 105 | 105 | 8
Cc1cc(C)c(C#N)c(SC2CCCCC2=O)n1 (stereo unspecified) | 100 | 91 | 0.3 | -1 | 98 | 3 | 93 | 16 | 97 | 94 | 3
O=C(Cn1c(=O)c2sccc2n(Cc2cccc([N+](=O)[O-])c2)c1=O)NCCc1ccccc1 | 100 | 102 | 3.7 | -4 | 99 | 10 | 99 | 4 | 98 | 100 | 9
NC(=O)NNC1=Nc2cccc3cccc1c23 | 95 | 95 | -0.2 | 8 | 96 | 2 | 97 | 8 | 95 | 98 | 11
Cc1cccc(NC(=O)CC2c3ccccc3Oc3ccccc32)c1 | 95 | 103 | -0.1 | 10 | 98 | 0 | 96 | 8 | 97 | 99 | 17
C=CCc1cccc2cc(C(=O)O)c(=O)oc12 | 100 | 104 | -0.1 | -29 | 96 | 0 | 93 | 11 | 97 | 102 | 5
O=C(O)CSc1nc(C(F)(F)F)cc(=O)n1-c1ccccc1 | 99 | 98 | 0.1 | 15 | 97 | 0 | 97 | 37 | 96 | 99 | -2
CCOC(=O)N1CCN(C(=O)CSCC(=O)Nc2nc(-c3cccs3)cs2)CC1 | 101 | 105 | 1.5 | 0 | 100 | 4 | 100 | 7 | 99 | 103 | -2
Cc1cc2ccccc2n1CCNC(=O)c1cccs1 | 96 | 97 | -1.1 | / | 97 | 0 | 95 | 4 | 95 | 96 | 12
O=C(Nc1ccccc1F)c1ccc(Br)o1 | 100 | 104 | 0.6 | -2 | 103 | -1 | 98 | 11 | 102 | 102 | 0
CC1CCN(S(=O)(=O)c2cccc(C(=O)Oc3ccc([N+](=O)[O-])cc3)c2)CC1 | 92 | 97 | 1.1 | / | 96 | 19 | 94 | 8 | 91 | 94 | 12
CCCCN1C(=O)NC(NS(=O)(=O)c2ccc(N)cc2)(C(F)(F)F)C1=O (stereo unspecified) | 101 | 99 | 0.9 | -15 | 100 | 2 | 97 | 10 | 99 | 99 | 6
CC(=O)N1CCN(C(=O)c2ccc(Oc3ccccc3)cc2)CC1 | 102 | 101 | -0.2 | / | 110 | 1 | 97 | 5 | 106 | 98 | 3
Cc1cc(Cl)ccc1OCC(=O)NCCCN1CCOCC1 | 101 | 102 | -1.2 | / | 97 | 1 | 98 | 5 | 100 | 104 | -22
COc1ccc(/C=C/C(=O)N[C@H](C(=O)O)C(C)C)cc1 | 97 | 95 | 0.1 | 2 | 103 | 5 | 94 | 11 | 98 | 97 | -1
O=C(Nc1cccc(F)c1)NC1CCCCC1 | 104 | 98 | 0.4 | / | 102 | 4 | 100 | 12 | 101 | 100 | 2
CN(CCNC(=O)CCNC(=O)Cn1ccc2ccccc2c1=O)Cc1ccccc1 | 103 | 103 | 1.1 | / | 102 | 10 | 102 | 12 | 101 | 100 | 3
CC(=O)N=c1ncn(CC(COC(C)=O)OC(C)=O)c2nc[nH]c12 (stereo unspecified) | 96 | 99 | -0.3 | 5 | 100 | -1 | 94 | 9 | 98 | 98 | -4
COc1cccc(NCc2cc3c(C(C)(C)C)nn(-c4ccccc4)c3[nH]c2=O)c1 | 93 | 96 | -0.1 | / | 94 | -1 | 94 | 2 | 94 | 94 | -16
Cc1cnc(C(=O)OCC(=O)NC2CCCCCCC2)cn1 | 94 | 95 | 0.0 | 1 | 95 | 1 | 98 | 22 | 96 | 95 | -11
COc1ccc(NC(=O)c2ccc(N(C)S(C)(=O)=O)cc2)cc1OC | 99 | 102 | 0.0 | / | 96 | 0 | 98 | 38 | 98 | 105 | -11

Source: PubChem (several laboratories)
